GDH-TPI counter: counter-screen for M. tuberculosis FBA inhibitors: GDH-TPI coupled enzymes | GDH-TPI coupled enzyme counterscreen, NADH absorbance | inhibition, % at 4.8 µM | 360,000 tested, 1.2% active; in the data active = inhibition above about 30%;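 also: 0% = DMSO wells and 100% = wells lacking the enzyme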
PrPC TRFRET: inhibitors of human cell surface prion protein PrPC; P04156; TR-FRET read-out; inhibition, % at 13.8 µM; 370,000 tested, 0.43% active; AID 720596; in the data active = inhibition above about 24%; also: 0% = median of the test wells and 100% = reference compound wells
Rv3671c inh: inhibits the M. tuberculosis serine protease Rv3671c; 320,000 tested, 0.048% active; AID 2606; inhibition, % at 5.96 µM; in the data active = inhibition above about 38%;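 also: extracellular domain of Rv3671c used as enzyme; 0% = enzyme with DMSO and 100% = no enzyme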
Target sequence (P9WHR9 whole entry, looked up, the tested form may be a part): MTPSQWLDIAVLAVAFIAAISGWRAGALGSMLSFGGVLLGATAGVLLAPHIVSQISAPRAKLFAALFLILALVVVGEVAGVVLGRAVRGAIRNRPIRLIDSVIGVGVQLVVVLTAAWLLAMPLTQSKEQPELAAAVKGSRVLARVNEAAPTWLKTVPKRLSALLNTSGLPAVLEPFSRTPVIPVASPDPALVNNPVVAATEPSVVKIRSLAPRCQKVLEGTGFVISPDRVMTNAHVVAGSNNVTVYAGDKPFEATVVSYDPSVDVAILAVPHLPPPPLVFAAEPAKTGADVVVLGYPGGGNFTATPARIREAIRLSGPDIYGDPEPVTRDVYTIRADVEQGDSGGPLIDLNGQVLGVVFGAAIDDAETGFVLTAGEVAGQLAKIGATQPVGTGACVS
BioA inh: blocks M. tuberculosis BioA enzyme activity. purified M. tuberculosis BioA enzyme, plate reader. 360,000 tested, 0.096% active. inhibition, % at 9.99 µM; in the data active = inhibition above about 40%; inconclusive = no clear call, values can overlap the other calls
BoNT-F LC inh: inhibitors of Botulinum neurotoxin F light chain protease. Multiplex microsphere protease cleavage assay, flow cytometry. AID 588497. inhibition, % at 10 µM. 360,000 tested, 0.22% active; in the data active = inhibition above about 35%, passing the limit was not always enough; inconclusive = no clear call, values can overlap the other calls; also: plate controls were buffer without enzyme for full effect and enzyme alone for no effect
FBA Mtb inh: inhibitors of M. tuberculosis fructose-bisphosphate aldolase; P9WQA3; purified M. tuberculosis FBA, fluorescence read-out; 360,000 tested, 2.3% active; inhibition, % at 1 µM; in the data active = inhibition above about 27%;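 also: 0% = vehicle and 100% = reference inhibitor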
UGM FP inh: inhibitors of M. tuberculosis UDP-galactopyranose mutase; inhibition, % at 10 µM; AID 504406; 320,000 tested, 0.06% active; purified UGM, fluorescence polarization probe displacement; in the data active = inhibition above about 10%, passing the limit was not always enough; inconclusive = no clear call, values can overlap the other calls
Target sequence (P9WIQ1 whole entry, looked up): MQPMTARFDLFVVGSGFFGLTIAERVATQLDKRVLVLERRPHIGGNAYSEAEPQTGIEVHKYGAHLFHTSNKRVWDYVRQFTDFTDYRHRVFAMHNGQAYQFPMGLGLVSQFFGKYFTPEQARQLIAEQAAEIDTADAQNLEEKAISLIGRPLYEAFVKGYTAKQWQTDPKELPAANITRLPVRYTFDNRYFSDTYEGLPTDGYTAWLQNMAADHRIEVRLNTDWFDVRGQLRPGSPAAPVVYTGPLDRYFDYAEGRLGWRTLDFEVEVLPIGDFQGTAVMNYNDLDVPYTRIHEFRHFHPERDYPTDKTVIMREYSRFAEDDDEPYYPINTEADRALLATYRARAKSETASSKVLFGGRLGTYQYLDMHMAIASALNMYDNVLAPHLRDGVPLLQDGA
FadD28 binding: blocks FadD28 binding to the bisubstrate probe; fluorescence polarization; inhibition, % at 12.5 µM; AID 588549; 360,000 tested, 0.22% active; in the data active = inhibition above about 8.5%, passing the limit was not always enough; inconclusive = no clear call, values can overlap the other calls
MazF activator: MazEF (E. coli) toxin RNase activation; P0AE70; FAM/BHQ RNA-DNA oligo cleavage fluorescence, 5 h; activation, % at 20 µM; 350,000 tested, 0.32% active; AID 504720; in the data active = activation above about 50%
Target sequence (P0AE70 whole entry, looked up): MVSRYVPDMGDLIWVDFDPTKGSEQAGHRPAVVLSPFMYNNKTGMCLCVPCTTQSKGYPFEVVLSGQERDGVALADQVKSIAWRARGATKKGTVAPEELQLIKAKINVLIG
* = called active by the depositor; ? = inconclusive; . = no result given; + = active, no number.

SMILES	GDH-TPI counter	PrPC TRFRET	Rv3671c inh	BioA inh	BoNT-F LC inh	FBA Mtb inh	UGM FP inh	FadD28 binding	MazF activator
COc1ccc(C(=O)NNC(=O)CSc2nc(C(C)C)nc3ccccc23)cc1	-1	81*	3	-5.6	10	-2	-0.7	-4.2	5
Cc1cccc(N2C(=O)SC(SC(=Nc3ccccc3)Nc3ccccc3)C2=O)c1 (stereo unspecified)	4	5	-1	.	1	0	4.4	-0.9	-4
CCCn1c(N)c(N(CCOC)C(=O)CSc2c(Cl)cccc2Cl)c(=O)[nH]c1=O	13	7	1	-0.1	-1	5	-4.4	-1.7	-11
CNS(=O)(=O)c1cc(-c2nnc(Nc3ccc(NC(C)=O)cc3)c3ccccc23)ccc1C	22	0	3	-0.8	-16	2	0.2	-3.4	17
O=C(N1CCOCC1)N1CCN(c2nc(-c3ccc(F)cc3)cs2)CC1	8	-8	6	0.4	-8	6	-1.5	-0.8	-3
Cc1ccc(Cl)c2c(N=Nc3ccccc3)c(O)[nH]c12	11	-2	.	-0.9	?	3	11*	-1.9	+
O=C(NCc1ccncc1)C1CCN(S(=O)(=O)c2ccccc2)CC1	6	2	-16	.	28	4	.	1.1	-1
O=C(NCc1cnn(-c2ccc(F)cc2)c1)C1CCC(=O)N(C2CC2)C1 (stereo unspecified)	7	-4	.	-0.7	-3	0	1.4	-2.0	0
O=C1c2ccccc2C(=O)N1CC(O)COCc1ccccc1 (stereo unspecified)	10	-1	2	-1.6	-5	2	-1.0	-1.0	8
CN(CCOc1ccccc1)C(=O)c1cc(S(=O)(=O)N2CCCCC2)ccc1Cl	10	4	-5	0.5	1	0	0.8	-2.4	-1
CCc1nc2nc(C)c(NS(=O)(=O)c3cccs3)c(=O)n2[nH]1	-3	6	-3	0.0	26	2	2.0	-1.5	0
O=C(COc1ccccc1)Nc1ncccn1	-6	-3	3	0.3	5	-1	-0.5	-2.4	3
COc1ccc(NS(=O)(=O)c2cc(Cl)ccc2Cl)cc1S(=O)(=O)N1CCCCC1	2	1	-3	.	-7	-2	2.6	0.7	2
OCCC1CN(C2CCN(c3ccccc3F)CC2)CCN1Cc1ccccc1 (stereo unspecified)	6	-3	3	.	-1	0	-1.8	-0.4	-6
CCCc1ccc(C(=O)NNc2cc(Cl)ccc2Cl)cc1	-8	25*	-1	-0.7	?	1	0.4	1.6	-4
CN(C)S(=O)(=O)NCC1CCCN(Cc2ccc(-c3ccccc3)cc2)C1 (stereo unspecified)	2	-9	4	-0.4	-6	2	1.6	-3.0	2
Cc1ccc(CNS(=O)(=O)c2cc3c(cc2C)N(C)CCO3)cc1	7	2	-5	1.5	-6	-2	-0.7	-1.8	3
Cc1ccc(S(=O)(=O)Oc2ccc(/C=N/N=C3/NC(=O)C(CC(=O)O)S3)cc2)cc1 (stereo unspecified)	22	-5	.	.	5	1	.	-5.8	-8
COc1cccc(CN2CCN(c3ncccn3)CC2)c1	4	1	12	-0.5	-3	2	0.6	-1.1	4
COc1ccccc1OCC(=O)Nc1ccc(N2CCOCC2)cc1N1CCOCC1	-8	-8	-1	1.3	-4	-3	2.6	-3.4	2
Cc1ccc(C2=N/C(=C/N3CCOCC3)C(=O)O2)cc1	38*	-16	9	0.2	-10	5	1.8	3.3	5
Cc1cc(NC(=O)CSc2nc3c(c(=O)n(C)c(=O)n3C)n2C(C)C)no1	0	-5	0	-1.8	-12	-1	0.2	0.3	0
COc1ccc2c(c1OC)C(=O)OC2N1C(=O)CC[C@H]1C(=O)NCC1CCCO1 (stereo partly specified)	3	4	11	-1.1	4	12	-1.8	-0.4	7
Cn1nccc1C(=O)N1CCN(C23CC4CC(CC(C4)C2)C3)CC1	-7	4	2	1.3	1	0	-1.1	-0.7	-3
COc1ccccc1N1CCN(C(=O)c2ccc3c(=O)n(Cc4ccco4)c(=S)[nH]c3c2)CC1	8	-10	-8	-3.0	-1	-1	-0.8	-3.3	10
The list continues:
SMILES	GDH-TPI counter	PrPC TRFRET	Rv3671c inh	BioA inh	BoNT-F LC inh	FBA Mtb inh	UGM FP inh	FadD28 binding	MazF activator
Cc1c(C)c(C)c2[nH]c(=S)[nH]c2c1C	-5	9	1	6.0	.	2	-2.4	-0.4	1
CN(C)S(=O)(=O)c1ccc(C(=O)NCCN2C(=O)S/C(=C\c3cccnc3)C2=O)cc1	14	1	-6	.	5	-4	1.4	-2.3	-2
C=CCNc1oc(-c2ccc(OC)cc2)nc1C#N	8	1	-2	-0.8	-13	127*	2.5	-1.7	7
O=C(Cn1cc(-c2ccccn2)nn1)NS(=O)(=O)c1cccc(OC(F)F)c1	6	4	.	3.4	2	1	.	-0.4	.
Cc1ccc(CSC2=Nc3sccc3C3=NC(=O)CN23)cc1	12	-1	-10	11	0	1	1.8	-3.1	5
COCCN1CCN(Cc2nc(C3(c4ccc(C)cc4)CCCC3)no2)CC1	-9	-6	-1	2.8	-3	-2	-2.3	-3.7	4
O=C(O)CCCC(=O)Nc1nncs1	3	3	4	0.3	0	3	-0.9	-1.3	8
CCN(CC)CCCN(C(=O)c1ccc(F)cc1)c1nc(-c2ccc(OC)cc2)cs1	1	-3	3	1.2	-20	0	-4.2	-4.1	26
Cc1ccc(S(=O)(=O)N2CCOCC2)cc1NC(=O)CSc1ccc(Cl)cc1	5	-1	-1	-1.3	4	-2	1.6	-1.5	-2
COC(=O)CNC(=O)c1ccccc1[N+](=O)[O-]	0	-1	-3	-2.6	4	1	-1.3	1.1	9
O=C(CSc1ccccc1)NCCCN1CCOCC1	8	-6	2	-0.6	-8	3	-0.8	-0.9	-16
Cc1cccc(C(=O)OCC(=O)NCC2CCCO2)c1O (stereo unspecified)	10	7	4	-2.2	-1	2	.	.	3
COc1cccc(C2=NN(C(C)=O)C(c3cccs3)C2)c1 (stereo unspecified)	-4	1	7	1.4	0	3	0.7	-0.2	4
COc1ccc(S(=O)(=O)N(C)C)cc1NC(=O)C1CCN(c2ncnc3sc(C)c(C)c23)CC1	-15	24	.	-0.2	4	-2	.	-4.5	-1
CC(=O)N1CCc2cc(S(=O)(=O)CCC(=O)NCCc3ccc(C)cc3)ccc21	-3	-4	-1	1.1	6	-1	-0.6	-1.0	5
Cc1ccc(N2CC(C(=O)Nc3nccs3)CC2=O)cc1 (stereo unspecified)	7	-11	1	-0.3	-2	0	-0.3	1.1	6
CNCCc1ccc(O)c(O)c1	-1	-6	5	-0.5	-2	-1	-1.0	-2.4	13
CC(C)Cn1c(-c2nn(C)cc2Cl)n[nH]c1=S	-1	-6	2	-3.3	1	1	2.8	-0.7	10
COc1ccc(NS(=O)(=O)NC(=O)c2cn(C)c3ccccc23)cc1	3	11	-2	0.1	3	2	2.7	-0.5	4
Cn1ncc2c(NCCO)nc(Cl)nc21	-5	2	.	-0.5	0	-4	.	-4.3	3
Cc1c(NS(=O)(=O)c2cc(C(=O)OCC(=O)c3ccccc3F)ccc2Cl)c(=O)n(-c2ccccc2)n1C	5	-3	.	-1.0	-4	-1	.	0.8	0
CCOC(=O)C1CCCN(C(=O)COC(=O)C2=COCCO2)C1 (stereo unspecified)	-5	0	1	.	3	3	1.7	-4.0	-6
O=C(Nc1ccccc1)OCC1CCCN2CCCCC12 (stereo unspecified)	-9	-10	3	1.2	1	-6	-0.6	-2.9	-1
COc1ccc(C)cc1NC(=O)Nc1ccncc1	6	2	5	-3.2	4	2	-0.2	0.5	-2
CC(CNC(=O)CCCn1ncn2c(cc3occc32)c1=O)c1ccccc1 (stereo unspecified)	4	1	0	67*	-1	4	0.6	-3.5	-11

Complete entries, quoted from the list. Screens in order: GDH-TPI counter	PrPC TRFRET	Rv3671c inh	BioA inh	BoNT-F LC inh	FBA Mtb inh	UGM FP inh	FadD28 binding	MazF activator
`CCOC(=O)C1CCCN(C(=O)COC(=O)C2=COCCO2)C1` (stereo unspecified) across the screens: -5	0	1	.	3	3	1.7	-4.0	-6
`CNCCc1ccc(O)c(O)c1` across the screens: -1	-6	5	-0.5	-2	-1	-1.0	-2.4	13
`O=C(Cn1cc(-c2ccccn2)nn1)NS(=O)(=O)c1cccc(OC(F)F)c1` across the screens: 6	4	.	3.4	2	1	.	-0.4	.

Results in PrPC TRFRET and Rv3671c inh (4 entries from above):
| SMILES | PrPC TRFRET | Rv3671c inh |
| --- | --- | --- |
| COCCN1CCN(Cc2nc(C3(c4ccc(C)cc4)CCCC3)no2)CC1 | -6 | -1 |
| O=C(O)CCCC(=O)Nc1nncs1 | 3 | 4 |
| CCN(CC)CCCN(C(=O)c1ccc(F)cc1)c1nc(-c2ccc(OC)cc2)cs1 | -3 | 3 |
| Cc1ccc(S(=O)(=O)N2CCOCC2)cc1NC(=O)CSc1ccc(Cl)cc1 | -1 | -1 |

(next part)
SMILES	GDH-TPI counter	PrPC TRFRET	Rv3671c inh	BioA inh	BoNT-F LC inh	FBA Mtb inh	UGM FP inh	FadD28 binding	MazF activator
COc1ccc(CCN2CC(C(=O)OCC(=O)NC(C)c3cccc(Cl)c3)CC2=O)cc1OC (stereo unspecified)	2	-3	-1	0.2	-34	0	3.5	-12	6
COc1ccc(/C=C2\SC(=Nc3ccccc3OC)NC2=O)cc1	50*	-3	-16	2.4	?	-2	2.2	-2.0	-4
Nc1c(NCc2ccccc2)c(=O)c1=O	1	2	4	-0.5	?	3	2.9	-0.1	5
COCCN(C(=S)Nc1c(C)cc(C)cc1C)C(C)c1cccs1 (stereo unspecified)	-1	-3	4	.	6	-2	1.9	-0.8	1
COc1ccc(Cl)cc1S(=O)(=O)NC(C)C(=O)NCCCn1ccnc1 (stereo unspecified)	-2	-2	7	-0.9	9	-3	0.1	-0.2	5
O=[N+]([O-])c1cccc(C(=S)N2CCN(c3ccc(F)cc3)CC2)c1	9	-8	15	1.3	-2	2	0.9	1.2	-23
CCOc1ccc(/C(O)=C/C(=O)C(=O)Nc2ccc(S(=O)(=O)NC(C)=O)cc2)cc1	18	-4	-6	.	15	1	-3.1	-2.1	-6
COc1ccc(/C=C(\C#N)C(=O)N2COCC2(C)C)cc1	24	-3	8	.	?	1	2.6	-3.2	13
Cc1ccc(CSCC(=O)N(C)CC(=O)Nc2ccc(Br)cc2C)cc1	3	4	-3	-1.2	7	0	2.8	-1.7	4
CCN(CC)S(=O)(=O)c1ccc(-c2cn3cc(Cl)ccc3n2)cc1	13	8	-6	-0.2	2	31*	-2.4	-4.5	1
COc1cc(/C=N/NC(=O)c2cc(-c3ccccc3)nc3ccccc23)ccc1O	46*	1	-12	1.1	17	8	2.1	-2.9	4
N#Cc1ccc(S(=O)(=O)N2CCCCC2c2cc(C(=O)NCc3ccccc3)no2)cc1 (stereo unspecified)	12	-6	.	-1.3	-1	-3	.	-5.4	.
CCCCCCC1C(C#N)=C(N)OC2=C1C(=O)CC(C)(C)C2 (stereo unspecified)	-5	-5	-1	1.8	-5	-1	-2.4	-3.7	7
COc1cc(C2Nc3ccc4ccccc4c3C3=C2C(=O)CC(C)(C)C3)ccc1OC(C)C(=O)O (stereo unspecified)	4	-10	6	1.3	-1	183*	-1.6	-3.3	-1
Cc1ccc(NC(=O)Nc2ccnc(-c3cccnc3)n2)cc1	-6	-7	-7	.	-2	1	-3.1	0.0	9
COCCN(CC(=O)Nc1cccc(C)c1C)C(=O)Cc1ccsc1	-4	-4	-7	-0.5	1	-4	1.7	-0.8	3
CCOC(=O)Nc1nnc(-c2cccc(OC)c2)s1	10	4	-6	-1.0	-26	98*	-0.4	-0.2	4
C=CCN1C(=O)C(=O)N(Cc2nc3ccccc3s2)C1=O	-8	-6	-2	-1.1	-1	1	-2.8	-4.3	8
O=C(O)Cc1cccc(=O)c(O)c1C(=O)O	11	.	.	-1.7	5	3	.	0.3	8
ON/C=N/C(=S)Nc1ncc(C(F)(F)F)cc1Cl	1	0	3	.	-1	-1	-0.9	-0.6	5
COc1ccc(/C=C(\NC(=O)c2ccc(C)cc2)C(=O)NCCCn2ccnc2)cc1OC	9	-9	5	0.6	2	1	-4.1	-1.2	-2
O=c1cc(Cn2ccnc2)c2cc3c(cc2o1)CCC3	10	9	10	1.8	-7	6	-1.2	-2.8	1
Cc1cccc(N2CCN(C(=O)CCNS(=O)(=O)c3cccs3)CC2C)c1 (stereo unspecified)	-4	-9	10	1.2	11	-2	-2.4	1.7	-6
COc1ccc(S(=O)(=O)NCc2ccc(C(=O)N3CCN(c4ccccn4)CC3)cc2)cc1	-5	-11	1	1.9	-5	0	-0.5	0.2	-3
O=C(NNS(=O)(=O)c1ccccc1F)c1cc(-c2ccccc2)n[nH]1	13	2	6	-0.9	2	-2	-0.4	-2.5	6
